Source: PubChem BioAssay
Keap1 Nrf2 FP: Keap1-Nrf2 protein-protein interaction inhibitors, primary screen, biochemical, fluorescence polarization, single point | AID 504523, 2011 | Kelch-like ECH-associated protein 1 (Homo sapiens), Q14145 | 340,000 compounds, 0.15% hits | Keap1 Kelch-Nrf2 peptide fluorescence polarization, 1536-well | inhibition, % at 9.4 µM; in the data active = inhibition above about 12%;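 also: human Keap1 Kelch domain with fluorescein labeled Nrf2 9mer peptide probe; 0% = neutral control wells and 100% = peptide positive control; higher means more block of Keap1 binding to Nrf2 peptide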
LANA DNA inh: inhibitors of KSHV C-LANA binding to DNA, primary screen, biochemical, fluorescence polarization, FAM-LBS DNA, MBP-C-LANA, single point. inhibition, % at 9 µM. 340,000 compounds, 0.078% hits. Kaposi's sarcoma herpesvirus LANA C-terminal domain (residues 932-1162) DNA binding;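 active = highest replicate inhibition at or above 60% at 9 µM, even if other replicates fall short; inactive = all replicates below 60% inhibition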;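 also: 0% = neutral control wells and 100% = 4 µM acridine orange control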
RTF Ca sens act: cardiac RTF calcium sensitivity activators, primary screen, biochemical, IANBD-TnC fluorescence, EC20 calcium; Troponin I, cardiac muscle (Homo sapiens) + Troponin T, cardiac muscle (Homo sapiens) + …; activation, % at 7.2 µM; 340,000 compounds, 0.24% hits; AID 493008, 2010; IANBD-labeled TnC RTF fluorescence at EC20 calcium; 0% EC20 calcium, 100% full calcium;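 active = activation above the mean over all tested compounds plus 3 SD, cut at about 30% in these data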;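 also: rise in fluorescence read as greater calcium sensitivity of cardiac thin filaments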
Rtt109 Vps75: inhibitors of C. albicans Rtt109/Vps75 HAT, primary screen, biochemical, ThioGlo CoA-SH fluorescence, plate reader | Histone acetyltransferase RTT109 (Candida albicans (strain SC5314 / ATCC MYA-2876)), … | purified Rtt109/Vps75, 4 h | inhibition, % at 34.9 µM | 330,000 compounds, 0.16% hits;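 active = inhibition of at least 50% in every replicate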
Target sequence (Q5AAJ8 whole entry, looked up): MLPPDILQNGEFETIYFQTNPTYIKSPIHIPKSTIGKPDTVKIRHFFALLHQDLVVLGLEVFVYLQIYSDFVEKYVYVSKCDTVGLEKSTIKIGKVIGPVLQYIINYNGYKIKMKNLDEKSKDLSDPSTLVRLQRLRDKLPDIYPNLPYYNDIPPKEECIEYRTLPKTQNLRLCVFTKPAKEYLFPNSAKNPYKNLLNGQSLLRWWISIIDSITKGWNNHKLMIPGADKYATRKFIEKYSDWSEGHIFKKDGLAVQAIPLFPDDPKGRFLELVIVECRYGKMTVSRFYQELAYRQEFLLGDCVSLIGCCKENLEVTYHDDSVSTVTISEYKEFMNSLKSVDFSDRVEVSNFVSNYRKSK
DAGLB inhibitor: DAGLB lipase inhibitors, primary screen, biochemical, fluorescence, HTS; Diacylglycerol lipase-beta (Homo sapiens), Q8NCG7; HEK293T DAGLB membrane lysate, EnzChek fluorogenic substrate; 340,000 compounds, 0.059% hits; inhibition, % at 5.17 µM; AID 504411, 2011; in the data active = inhibition above about 34%;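 also: 0% = enzyme with vehicle and 100% = wells lacking enzyme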
CAL PDZ FP-1: CAL PDZ peptide-binding inhibitors, primary screen, biochemical, fluorescence polarization, Cer-tagged CAL PDZ, HTS; Golgi-associated PDZ and coiled-coil motif-containing protein (Homo sapiens), Q9HD26; purified CAL PDZ, TMR-peptide fluorescence polarization, 1 h; inhibition, % at 20 µM; 330,000 compounds, 0.02% hits; AID 504414, 2011;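 active = highest replicate inhibition of at least 40%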;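 also: plate controls were DMSO neutral control wells for no effect and unlabeled competitor peptide control wells for full effect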
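System: tagged CAL PDZ domain. Schedule: 1 h room-temperature incubation prior to read. Signal: fluorescence polarization (mP). Measure: percent inhibition from loss of millipolarization.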
PKA-R2B activ: activators of PKA-R2B holoenzyme, primary screen, biochemical, fluorescence polarization, Cy5-IP20, human | cAMP-dependent protein kinase catalytic subunit beta (Homo sapiens) + cAMP-dependent … | PKA-R2B holoenzyme dissociation; R2B truncated from residue 108, S112A mutant; 0% DMSO only, 100% 113 µM cGMP | activation, % at 11.4 µM | 340,000 compounds, 0.079% hits | AID 504700, 2011;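 active = activation above a cutoff set at the mean over all compounds plus 3 SD, cut at about 18% in these data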;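 also: higher means more holoenzyme dissociation and a rise in polarization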
Target sequence (P31323 whole entry, looked up, other chains not shown, the tested form may be a part): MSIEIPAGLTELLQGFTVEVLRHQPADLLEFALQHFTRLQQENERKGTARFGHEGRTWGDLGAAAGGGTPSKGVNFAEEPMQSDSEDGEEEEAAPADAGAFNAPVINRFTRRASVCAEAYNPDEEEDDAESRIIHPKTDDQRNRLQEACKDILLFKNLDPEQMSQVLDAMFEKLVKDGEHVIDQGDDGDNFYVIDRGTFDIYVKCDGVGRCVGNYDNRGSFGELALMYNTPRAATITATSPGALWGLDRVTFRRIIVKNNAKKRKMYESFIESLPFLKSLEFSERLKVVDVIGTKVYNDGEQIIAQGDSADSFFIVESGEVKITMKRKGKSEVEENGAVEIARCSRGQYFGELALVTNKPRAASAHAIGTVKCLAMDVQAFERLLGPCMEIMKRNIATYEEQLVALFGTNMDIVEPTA
RTF Ca sens inh: cardiac RTF calcium sensitivity inhibitors, primary screen, biochemical, IANBD-TnC fluorescence, EC70 calcium | Troponin I, cardiac muscle (Homo sapiens) + Troponin T, cardiac muscle (Homo sapiens) + … | IANBD-labeled cardiac RTF, Ca2+ fluorescence | inhibition, % at 7.15 µM | 340,000 compounds, 0.12% hits;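 active = inhibition above the mean inhibition of all tested compounds plus 3 SD, cut at about 17% in these data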;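 also: assay run at fixed EC70 calcium of 1.6 mM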
SR-BI DiI-HDL act: activators of SR-BI mediated DiI-HDL uptake, primary screen, ldlA[mSR-BI] CHO cells, DiI fluorescence. 3 h; 100 = double the neutral-control signal. activation, % at 12.5 µM. 320,000 compounds, 0.096% hits;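 active = mean replicate activation of at least 60% and every replicate at or above 60%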;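 also: 0% = median plate neutral-control signal and 100% = twice that signal; values of inactives mirror those of a sister screen read the other way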
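Material: SR-BI-overexpressing, LDLR-lacking CHO cells; schedule: compound exposure 3 h, 37 °C; reagent: DiI-labelled HDL at 10 µg/mL final; technique: bottom-read fluorescence, 550/595 nm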
CAL PDZ FP-2: untagged CAL PDZ binding inhibitors, primary screen, biochemical, fluorescence polarization, HTS; purified CAL PDZ, TMR-peptide fluorescence polarization, 1 h; inhibition, % at 24.9 µM; 300,000 compounds, 0.92% hits; AID 602252, 2012;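 active = mean inhibition of at least 30% with at least half of replicates also reaching 30%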;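 also: 0% = DMSO neutral control and 100% = excess unlabeled competitor peptide PRC23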
An asterisk follows results filed as active; · = not tested or not shown.

| cpd | Compound | Keap1 Nrf2 FP | LANA DNA inh | RTF Ca sens act | Rtt109 Vps75 | DAGLB inhibitor |
| --- | --- | --- | --- | --- | --- | --- |
| 1 | CN(C)C(=O)CN1c2cccc3cccc(c23)S1(=O)=O | -2.2 | -2.1 | 1.6 | -1.1 | 5.0 |
| 2 | Cc1cccc2cc(CN(CC3CCCO3)C(=O)c3ccncc3)c(=O)[nH]c12 (stereo unspecified) | 0.0 | 0.1 | 1.5 | 9.4 | -3.3 |
| 3 | C=CCSc1nnc(C)n1-c1ccc(Cl)cc1 | 4.0 | 1.1 | -2.9 | 3.5 | 1.4 |
| 4 | CCc1noc(C)c1C(=O)Nc1cc(S(=O)(=O)N(CC)CC)ccc1N1CCCC1 | -0.6 | 1.1 | -3.7 | -2.3 | -0.7 |
| 5 | CC1(C)CCCN(Cc2c(O)ccc3c(=O)c(-c4nc5ccccc5s4)c(N)oc23)C1 | -1.3 | -2.3 | -0.9 | -3.6 | -0.8 |
| 6 | CC(C)(C)c1ccc(C(=O)COC(=O)CN2C(=O)NC3(CCCC3)C2=O)cc1 | -5.9 | -0.4 | -1.9 | -7.0 | -1.7 |
| 7 | CC(C)N=c1cc2n(-c3ccc(Cl)cc3)c3ccccc3nc-2cc1Nc1ccc(Cl)cc1 | 2.4 | 0.8 | 9.8 | -10.1 | 11.7 |
| 8 | CC(=O)OC(C(=O)NC1CCCCC1)c1ccncc1 (stereo unspecified) | -4.3 | 1.3 | 1.7 | 7.7 | -0.1 |
| 9 | CCOC(=O)CNS(=O)(=O)c1cc(-c2nnc(Nc3ccc4c(c3)OCO4)c3ccccc23)ccc1C | -3.9 | -0.1 | -5.7 | 12.0 | 2.9 |
| 10 | CCOc1ccc2c(c1)sc1nc(C(=O)OC)cc(=O)n12 | -1.2 | -1.1 | -1.8 | 2.9 | -0.2 |
| 11 | Cc1cc(C(=O)Nc2nc3c(s2)CCCC3)cs1 | -2.1 | 1.3 | 1.1 | -16.7 | -3.3 |
| 12 | CCN(CC)Cc1c(C(=O)N2CCc3ccccc3C2)nc2ccc(Cl)cn12 | 0.2 | 1.2 | 2.9 | 1.9 | 1.0 |

| cpd | CAL PDZ FP-1 | PKA-R2B activ | RTF Ca sens inh | SR-BI DiI-HDL act | CAL PDZ FP-2 |
| --- | --- | --- | --- | --- | --- |
| 1 | -0.7 | -5.8 | -12.1 | · | 30.9* |
| 2 | -0.6 | -2.8 | -9.3 | 21.9 | -4.1 |
| 3 | -0.7 | 6.8 | -11.2 | 5.2 | 2.5 |
| 4 | 0.1 | 6.2 | -0.8 | -2.1 | -5.8 |
| 5 | -4.4 | 1.8 | 5.8 | · | 4.4 |
| 6 | -1.1 | 5.3 | -4.0 | 14.1 | -1.8 |
| 7 | 1.4 | -1.5 | -16.6 | -83.1 | 1.0 |
| 8 | -3.1 | -6.2 | 1.2 | 6.7 | -1.8 |
| 9 | 0.0 | -7.4 | 1.2 | -49.2 | -4.2 |
| 10 | -0.9 | -2.7 | 2.3 | -10.3 | -6.4 |
| 11 | -1.4 | 5.1 | -8.8 | -45.4 | · |
| 12 | -0.3 | 1.9 | -9.1 | 30.3 | -4.6 |

Some of the entries so far, with two lines to a compound.
Order of results – Keap1 Nrf2 FP, LANA DNA inh, RTF Ca sens act, Rtt109 Vps75, DAGLB inhibitor, CAL PDZ FP-1, PKA-R2B activ, RTF Ca sens inh, SR-BI DiI-HDL act, CAL PDZ FP-2
5: CC1(C)CCCN(Cc2c(O)ccc3c(=O)c(-c4nc5ccccc5s4)c(N)oc23)C1
    -1.3, -2.3, -0.9, -3.6, -0.8, -4.4, 1.8, 5.8, ·, 4.4
6: CC(C)(C)c1ccc(C(=O)COC(=O)CN2C(=O)NC3(CCCC3)C2=O)cc1
    -5.9, -0.4, -1.9, -7.0, -1.7, -1.1, 5.3, -4.0, 14.1, -1.8
7: CC(C)N=c1cc2n(-c3ccc(Cl)cc3)c3ccccc3nc-2cc1Nc1ccc(Cl)cc1
    2.4, 0.8, 9.8, -10.1, 11.7, 1.4, -1.5, -16.6, -83.1, 1.0
8: CC(=O)OC(C(=O)NC1CCCCC1)c1ccncc1 (stereo unspecified)
    -4.3, 1.3, 1.7, 7.7, -0.1, -3.1, -6.2, 1.2, 6.7, -1.8
9: CCOC(=O)CNS(=O)(=O)c1cc(-c2nnc(Nc3ccc4c(c3)OCO4)c3ccccc23)ccc1C
    -3.9, -0.1, -5.7, 12.0, 2.9, 0.0, -7.4, 1.2, -49.2, -4.2
10: CCOc1ccc2c(c1)sc1nc(C(=O)OC)cc(=O)n12
    -1.2, -1.1, -1.8, 2.9, -0.2, -0.9, -2.7, 2.3, -10.3, -6.4
11: Cc1cc(C(=O)Nc2nc3c(s2)CCCC3)cs1
    -2.1, 1.3, 1.1, -16.7, -3.3, -1.4, 5.1, -8.8, -45.4, ·
12: CCN(CC)Cc1c(C(=O)N2CCc3ccccc3C2)nc2ccc(Cl)cn12
    0.2, 1.2, 2.9, 1.9, 1.0, -0.3, 1.9, -9.1, 30.3, -4.6

Arranged by the number under RTF Ca sens act (descending): 3 of the compounds above
item	smiles	Keap1 Nrf2 FP	LANA DNA inh	RTF Ca sens act	Rtt109 Vps75	DAGLB inhibitor	CAL PDZ FP-1	PKA-R2B activ	RTF Ca sens inh	SR-BI DiI-HDL act	CAL PDZ FP-2
7	CC(C)N=c1cc2n(-c3ccc(Cl)cc3)c3ccccc3nc-2cc1Nc1ccc(Cl)cc1	2.4	0.8	9.8	-10.1	11.7	1.4	-1.5	-16.6	-83.1	1.0
8	CC(=O)OC(C(=O)NC1CCCCC1)c1ccncc1 (stereo unspecified)	-4.3	1.3	1.7	7.7	-0.1	-3.1	-6.2	1.2	6.7	-1.8
9	CCOC(=O)CNS(=O)(=O)c1cc(-c2nnc(Nc3ccc4c(c3)OCO4)c3ccccc23)ccc1C	-3.9	-0.1	-5.7	12.0	2.9	0.0	-7.4	1.2	-49.2	-4.2

Continuation:
| cpd | Compound | Keap1 Nrf2 FP | LANA DNA inh | RTF Ca sens act | Rtt109 Vps75 | DAGLB inhibitor |
| --- | --- | --- | --- | --- | --- | --- |
| 13 | CCOc1ccccc1NC(=S)N(CCOC)C1CCN(C(C)=O)CC1 | -3.9 | -0.6 | 0.9 | 4.5 | -1.2 |
| 14 | CN1C2=CC=CC=CC2=[N+](C)C12C([N+](=O)[O-])=CC(=[N+]([O-])[O-])C=C2[N+](=O)[O-] (stereo unspecified) | -4.0 | -0.9 | · | 0.5 | · |
| 15 | CCOc1ccc2[nH]c(C)c(CN3CCN(CC)CC3)c(=O)c2c1 | -2.8 | 0.5 | -3.8 | 8.0 | 1.8 |
| 16 | Cc1c(C(=O)N2CCN(S(=O)(=O)c3ccccc3)CC2)oc2ccc(Br)cc12 | -2.9 | 1.6 | 6.9 | 1.4 | -3.9 |
| 17 | c1coc(-c2nc(-c3ccncc3)no2)c1 | -5.2 | -0.6 | 0.7 | -5.8 | -2.9 |
| 18 | CCOc1ccc(NC(=O)CCC(=O)N/N=C(\C)c2cccs2)cc1 | -4.8 | 1.0 | -1.6 | -7.0 | 2.1 |
| 19 | CC1CCCCN1S(=O)(=O)c1cccc2nonc12 (stereo unspecified) | -5.8 | 1.1 | 0.1 | 2.2 | -0.4 |
| 20 | Nc1n[nH]c(N)c1N=Nc1ccc2c(c1)OCO2 | 1.7 | 1.1 | 3.6 | -1.4 | 4.1 |
| 21 | COc1cc(CNn2c(C)n[nH]c2=S)cc(Cl)c1OCC(=O)NC(C)(C)C | -1.0 | -0.5 | 0.9 | -4.6 | 2.3 |
| 22 | CC1(C(=O)OCC(=O)c2c[nH]c3ccccc23)CC1(Cl)Cl (stereo unspecified) | -1.7 | -0.6 | 5.9 | 2.7 | -6.3 |
| 23 | COc1ccc(-c2noc(CCC(=O)N3CCN(c4ccc(F)cc4)CC3)n2)cc1 | -2.0 | 3.8 | -4.8 | 1.7 | -3.3 |
| 24 | Cc1c(CC(=O)N[C@@H](CCCNC(N)=O)C(=O)O)c(=O)oc2cc3oc4c(c3cc12)CCCC4 | -1.6 | -0.2 | -6.4 | -5.8 | -1.6 |

| cpd | CAL PDZ FP-1 | PKA-R2B activ | RTF Ca sens inh | SR-BI DiI-HDL act | CAL PDZ FP-2 |
| --- | --- | --- | --- | --- | --- |
| 13 | -1.6 | 2.5 | -11.7 | · | -1.7 |
| 14 | -1.4 | · | · | 23.8 | · |
| 15 | 1.0 | -4.3 | -11.7 | 13.5 | -3.7 |
| 16 | -2.1 | 10.0 | -3.4 | 7.4 | 32.1* |
| 17 | -3.3 | 7.2 | 6.7 | 2.3 | -3.1 |
| 18 | -0.9 | -2.8 | -0.1 | 4.7 | -3.2 |
| 19 | -1.2 | 2.1 | -2.1 | 1.8 | -1.6 |
| 20 | 0.2 | -10.6 | 8.5 | -19.9 | · |
| 21 | 0.0 | -17.4 | -9.4 | -5.1 | -0.5 |
| 22 | · | -10.6 | -5.2 | 0.8 | -5.8 |
| 23 | 1.6 | -0.7 | -0.7 | 8.5 | -0.2 |
| 24 | -4.4 | -13.4 | -0.1 | -2.7 | -6.0 |
